Source: PubChem (several laboratories)
NadD block – blocks S. aureus nicotinate mononucleotide adenylyltransferase; 360,000 compounds, 0.78% hits; inhibition, % at 20 µM; purified NadD enzyme, colorimetric absorbance read-out; in the data active means inhibition above about 26%; further: some compounds past the cut are filed as inactive
STEP inh – STEP (human) phosphatase inhibition. P54829. recombinant STEP, OMFP fluorogenic substrate, fluorescence. inhibition, % at 20 µM. 360,000 compounds, 0.25% hits;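 active means inhibition at 20 µM, scaled per plate between control wells, above about 37%, limit read from the data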;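 further: 0% = DMSO with enzyme and substrate and 100% = substrate only without enzyme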
Target sequence (P54829 whole entry, looked up): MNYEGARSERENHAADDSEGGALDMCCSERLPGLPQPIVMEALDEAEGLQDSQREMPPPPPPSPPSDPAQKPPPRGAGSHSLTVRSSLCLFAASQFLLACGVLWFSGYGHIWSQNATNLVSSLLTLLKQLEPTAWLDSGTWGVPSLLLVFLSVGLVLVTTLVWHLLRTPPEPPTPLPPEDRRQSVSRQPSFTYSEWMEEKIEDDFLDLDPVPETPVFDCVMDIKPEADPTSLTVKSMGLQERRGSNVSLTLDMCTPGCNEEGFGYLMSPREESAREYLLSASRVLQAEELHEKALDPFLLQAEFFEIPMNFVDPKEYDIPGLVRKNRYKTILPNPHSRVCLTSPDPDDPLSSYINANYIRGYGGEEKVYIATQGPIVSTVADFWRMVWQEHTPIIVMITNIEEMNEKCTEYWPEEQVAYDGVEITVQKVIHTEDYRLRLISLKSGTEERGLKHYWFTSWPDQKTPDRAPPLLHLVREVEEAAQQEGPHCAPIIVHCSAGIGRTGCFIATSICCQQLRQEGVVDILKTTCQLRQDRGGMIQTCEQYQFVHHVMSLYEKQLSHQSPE
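System: isolated STEP enzyme; schedule: 20 min enzyme reaction at room temperature, protected from light; medium: Bis-Tris buffer pH 6.0, 2.5 mM DTT, 0.005% Tween 20; signal: fluorescence, 480/540 nm; dosing: single compound dose of 20 µM, 1% DMSO final; also added: OMFP substrate, 25 µM final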
SUMO1 PPI mod – modulators of human SUMO1-mediated protein-protein interactions; P63165; AID 602429; inhibition, % at 20 µM; SUMO1 binding to a labelled peptide, TR-FRET, 1 h; 360,000 compounds, 0.33% hits; in the data active means inhibition above about 37%
CSN deneddyl inh – inhibitors of human CSN-mediated cullin deneddylation. Purified CSN, SCF-Nedd8-OG deneddylation, fluorescence polarization. inhibition, % at 12.5 µM. 360,000 compounds, 0.38% hits;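 active means pattern-corrected inhibition above about 35%, with an unprinted fluorescence ratio check between 0.5 and 1.5, limit read from the data, passing the limit was not always enough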;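 further: 0% = enzyme with substrate and 100% = substrate without enzyme; some results filed as inactive read as strong as hits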
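assay system = purified human Csn5 enzyme expressed in HEK293T cells | amount = 0.24 nM enzyme | buffer or medium = Tris/NaCl/DTT buffer, pH 7.5 | reagent = 10 nM SCFSkp2-Nedd8OG | compound = one concentration, 12.5 µM, 0.25% DMSO | times = 90 min reaction at room temperature | signal = FP | read-out basis = % inhibition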
Rpn11 inh – blocks the human proteasome subunit Rpn11; calls only at 20 µM; AID 588493; O00487; human 26S proteasome, Ub4-pepOG fluorescence polarization; 20S core pre-blocked with epoxomicin; 360,000 compounds, 0.59% hits;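 active means inhibition at 20 µM, scaled to each plate's controls, above about 33%, limit read from the data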
Target sequence (O00487 whole entry, looked up): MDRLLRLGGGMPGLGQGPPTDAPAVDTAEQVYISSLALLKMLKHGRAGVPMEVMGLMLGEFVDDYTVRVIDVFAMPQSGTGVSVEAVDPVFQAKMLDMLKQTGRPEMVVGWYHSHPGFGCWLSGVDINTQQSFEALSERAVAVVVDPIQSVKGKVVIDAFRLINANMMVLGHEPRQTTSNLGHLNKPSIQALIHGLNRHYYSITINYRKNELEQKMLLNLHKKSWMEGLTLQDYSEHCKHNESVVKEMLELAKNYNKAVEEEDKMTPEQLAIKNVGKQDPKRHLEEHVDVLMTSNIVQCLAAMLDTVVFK
LMPTP inh – blocks human LMPTP phosphatase. AID 651560. 360,000 compounds, 0.22% hits. recombinant LMPTP-A, OMFP fluorogenic substrate, fluorescence intensity. P24666. inhibition, % at 20 µM;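 active means compounds that cut the enzyme signal by at least half of the control window in the single-dose screen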;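 further: plate controls were DMSO wells with enzyme plus substrate for no effect and substrate without enzyme for full effect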
Target sequence (P24666 whole entry, looked up): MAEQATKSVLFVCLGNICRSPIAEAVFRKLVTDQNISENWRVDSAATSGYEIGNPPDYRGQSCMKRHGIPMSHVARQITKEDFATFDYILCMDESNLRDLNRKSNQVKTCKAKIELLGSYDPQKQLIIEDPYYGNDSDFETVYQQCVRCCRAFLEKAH
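Test system: LMPTP-A phosphatase enzyme; input: 0.625 nM LMPTP-A final; reagent: OMFP substrate, 400 µM final; compound dosing: 20 µM single dose, 3% DMSO; incubation: 50 min dark incubation at room temperature; measured by: endpoint fluorescence intensity from OMFP dephosphorylation; measure: % inhibition relative to no-enzyme and uninhibited control wells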
MsrA inh – inhibitors of bovine MsrA; purified bovine MsrA, absorbance read-out; inhibition, % at 15.5 µM; 360,000 compounds, 0.75% hits; in the data active means inhibition above about 4.5%;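 further: 0% = vehicle wells with enzyme and 100% = reference inhibitor wells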
Scp1 inh – blocks human Scp-1 phosphatase activity; Q9GZU7; Recombinant Scp1, phosphopeptide, malachite green phosphate absorbance; inhibition, % at 20 µM; 340,000 compounds, 0.88% hits;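 active means inhibition above about 50% at 20 µM, limit read from the data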;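 further: plate controls were DMSO wells with enzyme for no effect and wells lacking enzyme for full effect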
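assay system = SCP-1 phosphatase catalytic domain, residues 76-261 | buffer or medium = 50 mM Tris acetate pH 5.5, 0.005% Tween-20, 10 mM MgCl2 | incubation = enzyme reaction 45 min at room temperature, colour 5 min, stabilisation 30 min | signal = Phosphate-binding colour reagent, absorbance read at 630 nm | measure = % inhibition at 20 µM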
DNMT1 block – blocks human DNA methyltransferase DNMT1; P26358; inhibition (reported as % activation of signal), % at 10 µM; AID 588458; 360,000 compounds, 0.83% hits; DNMT1 molecular beacon, Hinp1I cleavage, fluorescence; in the data active means inhibition above about 50%
Tb MetRS inh – blocks T. brucei methionyl-tRNA synthetase activity; purified T. brucei MetRS, ATP depletion, Kinase-Glo luminescence; 360,000 compounds, 0.4% hits; AID 624268; inhibition, % at 11.9 µM;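 active means inhibition above a per-plate cutoff of the control wells' mean inhibition plus 3 SD, cut at about 5.5% in these data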;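 further: 0% = DMSO wells median and 100% = median of wells with control inhibitor compound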
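Test system – parasite MetRS enzyme · Reagent – substrates ATP, L-methionine and bulk Escherichia coli tRNA · Doses – 11.9 µM compound single dose, 0.9% DMSO · Times – 15 min enzyme-compound preincubation, 2 h reaction, 10 min detection, 25 °C · Signal – Kinase-Glo luminescence, ATP depletion format · Controls – DMSO-only wells as low control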
Numbers without * were called inactive; i = inactive; . = no result given; + = active, no number.

SMILES | NadD block | STEP inh | SUMO1 PPI mod | CSN deneddyl inh | Rpn11 inh | LMPTP inh | MsrA inh | Scp1 inh | DNMT1 block | Tb MetRS inh
CCOc1cc(C2CC(=O)c3c(ccc4ccccc34)N2)ccc1O (stereo not drawn) | 3 | 0 | -9 | -1 | i | 1.6 | 0.2 | -2 | 0 | -0.5
Cc1ccc(C)c(N2CCN(C(=O)C(Cc3ccccc3)n3cccc3)CC2)c1 (stereo not drawn) | 1 | 12 | 3 | 2 | i | 5.2 | -0.5 | -9 | 4 | 0.1
COC1CCCCC1Nc1ccc(C)c(C)c1 (stereo not drawn) | -3 | 1 | 9 | -3 | i | -0.9 | -0.6 | -3 | -1 | -0.8
CN(C)CCN(C(=O)c1ccc2ccccc2c1)c1nc2ccc(F)cc2s1 | -3 | -5 | -11 | -1 | i | -0.1 | . | 3 | -6 | 0.4
CSC1=NC=C(C#N)C2=NC(c3c(Cl)cccc3Cl)NN12 (stereo not drawn) | -5 | -3 | 4 | 0 | i | 0.9 | . | . | -7 | -0.9
Cc1cccc(C(P(=O)(c2ccccc2)c2ccccc2)P(=O)(c2ccccc2)c2ccccc2)n1 | 0 | -1 | -2 | -7 | i | -1.3 | 1.4 | -2 | 1 | -0.4
O=C(Nc1cccc(NC(=O)c2ccc(Br)o2)n1)c1ccc(Br)o1 | -2 | 2 | 34 | 13 | i | 3.0 | -1.4 | 6 | 15 | 0.5
O=C(Nc1ccc(Oc2ccccc2)cc1)c1ccco1 | -10 | 1 | -2 | 0 | i | 0.7 | . | -9 | -3 | -1.1
CCC1CCCCN1Cc1nc2c(c(=O)n(C)c(=O)n2C)n1CCC(C)C (stereo not drawn) | -4 | -2 | 1 | 0 | i | -1.2 | -0.1 | -5 | 1 | 0.1
O=C(CN1CCOCC1)N/N=C/C(Br)=C\c1ccccc1 | -1 | -3 | -30 | 4 | i | -0.7 | 1.9 | -9 | 0 | -0.8
Clc1nc(NCc2ccco2)nc(N2CCCCC2)n1 | -1 | 1 | 0 | 0 | i | -0.6 | -0.1 | -6 | 6 | -0.5
COC(=O)[C@@]1(Sc2ccc(C)cc2)CC(=O)N[C@@H]1c1ccccc1 | 1 | . | 3 | 3 | . | -0.3 | -0.6 | . | . | -0.1
O=C(NCCc1ccc(Cl)cc1)/C(=C/c1cccnc1)NC(=O)c1ccccc1 | -2 | -2 | -2 | -2 | i | -1.6 | 2.1 | 1 | -1 | -0.4
C/C(=N\NC(=O)CSCc1ccc([N+](=O)[O-])cc1)c1ccccc1 | -5 | -2 | -8 | -7 | i | -0.5 | 1.4 | 1 | -4 | -0.3
CCC(C(=O)N1CCC(C(N)=O)CC1)n1nc(C)n2c(cc3occc32)c1=O (stereo not drawn) | 2 | 1 | 5 | 1 | i | -0.8 | 0.6 | -5 | -2 | -0.5
O=C1N[C@H](Cc2ccccc2)COC(=O)[C@H](Cc2ccc(F)cc2)C/C=C\C[C@@H]1CC(=O)N(CCO)Cc1ccccc1 | -6 | 1 | 7 | 0 | i | 0.3 | -1.0 | 0 | -2 | -0.1
COC(=O)c1ccc(OCC(=O)Nc2ccccc2C(=O)NC2CC2)cc1 | 1 | 2 | -3 | -4 | i | -0.8 | 0.4 | 1 | 0 | -0.4
COc1ccc(CN2CCNC(=O)C2CC(=O)N(C)Cc2nccs2)c(OC)c1 (stereo not drawn) | -1 | 0 | 2 | 0 | i | -0.8 | 0.6 | -3 | -1 | 0.2
Cc1[nH]n(-c2cccc(Cl)c2)c(=O)c1C=NCC(C)C | -6 | 2 | 0 | -3 | i | 0.8 | 2.3 | -7 | -1 | -0.2
CC(=O)c1c(C)nn(CC(O)COc2ccc3ccccc3c2)c1C (stereo not drawn) | -1 | -1 | -1 | 6 | i | -0.6 | -0.6 | -5 | -2 | -0.1
COc1ccc(NC(=O)CC2CCCC2)cc1S(=O)(=O)N1CCCCC1 | -3 | 1 | 2 | 2 | i | -0.1 | -0.7 | 0 | 6 | 0.5
O=C(CSc1nnc(-c2cnccn2)n1Cc1ccco1)Nc1ccc(Br)cc1 | 2 | 2 | -2 | 33 | i | -1.1 | 0.2 | 0 | -3 | -0.1
Cc1cccc(N2CCN(C(=O)C3CCN(S(=O)(=O)c4cccc5cccnc45)CC3)CC2C)c1 (stereo not drawn) | 4 | 5 | 5 | 0 | i | 2.3 | -0.6 | 18 | -8 | -0.4
COCCn1c(=O)[nH]c2cc(C(=O)Nc3cc(OC)c(OC)c(OC)c3)ccc2c1=O | -7 | 0 | 2 | 3 | i | -0.4 | -0.2 | -1 | 3 | -1.1
CCCCn1c(/N=C/c2ccc(N(C)C)cc2)nc2ccccc21 | -5 | -7 | -2 | 17 | + | 8.1 | 4.2 | -5 | -3 | 3.3

The results go on:
SMILES | NadD block | STEP inh | SUMO1 PPI mod | CSN deneddyl inh | Rpn11 inh | LMPTP inh | MsrA inh | Scp1 inh | DNMT1 block | Tb MetRS inh
Cc1ccccc1NCc1ccccc1O | 7 | 1 | -2 | 2 | i | 0.1 | 1.0 | -5 | -7 | -0.9
CN(C(=O)c1ccccc1Cl)c1ccccc1C(=O)NCc1ccccc1 | 1 | -2 | -4 | -1 | i | -0.4 | -1.5 | -2 | 5 | 0.2
COCCNc1nc(Oc2ccc(C(N)=O)cc2)c2sccc2n1 | 7 | -1 | 1 | 2 | i | 3.0 | 0.2 | . | 8 | -0.3
Cc1ccc(/C=N/n2c(C)nnc2C)cc1 | -3 | 0 | 0 | -1 | i | -0.6 | 0.3 | 20 | -5 | -0.2
CCOC(=O)CC(/C(C)=N\O)c1ccccc1 (stereo not drawn) | 3 | -4 | 4 | -5 | i | -1.3 | -0.2 | -5 | -3 | -0.1
C[C@H]1CN([C@@H](C)CO)C(=O)CCCn2nncc2CO[C@H]1CN(C)C(=O)C1CCCCC1 | -7 | -2 | 0 | -4 | i | -1.1 | 0.0 | . | 11 | -0.9
Cc1cccc(NS(=O)(=O)c2ccc(NC(=O)N3CCCCC3)cc2)c1 | -1 | 0 | -2 | 43* | i | 0.9 | 0.6 | -3 | 2 | -0.4
Cc1cc(C)nc(-n2nc(C)c(C3(O)C(=O)Nc4ccc(F)cc43)c2N)n1 (stereo not drawn) | 1 | -1 | -3 | -3 | i | 1.1 | 0.4 | -2 | -7 | -1.6
CC(NC(=O)C1CCN(c2nnc(-n3cccc3)s2)CC1)C12CC3CC(CC(C3)C1)C2 (stereo not drawn) | 10 | 3 | 2 | -7 | i | -0.1 | 0.5 | 13 | -2 | 0.8
CCCC1CC(=O)NC1(C(=O)OCC)C(=O)OCC (stereo not drawn) | -3 | 1 | 1 | 3 | i | -1.2 | -1.1 | -3 | -2 | -0.3
O=c1c2ccccc2[nH]c(=S)n1Cc1ccc2c(c1)OCO2 | 0 | 2 | -1 | -6 | i | 0.6 | 0.2 | -9 | 2 | 0.4
CC(=O)N1CCn2c3ccc(C)cc3c3cccc1c32 | -7 | -4 | 2 | 0 | i | 1.0 | 0.7 | -8 | -5 | -0.5
CCOC(=O)C(C)/C(C)=N\Nc1ccc([N+](=O)[O-])cc1[N+](=O)[O-] (stereo not drawn) | 5 | 2 | -33 | 0 | i | 1.8 | 15* | -7 | 10 | 0.2
O=C(Nc1ccccc1Oc1ccccc1)C1CC1 | -1 | -3 | 1 | -2 | i | -2.9 | 1.1 | -20 | 0 | -1.0
Cc1nc(CC(=O)Nc2nc(C(C)(C)C)cs2)cs1 | -4 | 0 | 3 | -4 | i | 0.2 | 1.1 | -5 | 0 | -0.4
C[C@@H]1CCC[C@]2(O[C@H](CCO)C[C@@H](O)[C@@H]2O)O1 | -9 | -1 | 1 | 4 | i | -2.5 | 1.8 | -6 | 0 | 0.2
CC(=O)NCC1CCCN(Cc2cn(-c3ccccc3F)nc2-c2cc(C)sc2C)C1 (stereo not drawn) | -10 | -2 | 1 | 6 | i | -0.5 | -1.3 | -2 | -2 | 0.2
Nc1ccccc1SCc1ccccc1Cl | 4 | -1 | 4 | 2 | i | 0.1 | 0.9 | -9 | -6 | -0.1
CCCC(=O)Nc1ccc(-c2nc3cc(C)ccc3o2)cc1 | -13 | 2 | 2 | 3 | i | -0.3 | 1.9 | -12 | -2 | -1.2
COc1ccc(Cl)cc1NC(=O)Nc1cnccn1 | -2 | 2 | 3 | 4 | i | 1.5 | -1.1 | -2 | 0 | -0.1
C1=CCN(Cc2ccccc2)C1 | -1 | 0 | 7 | -4 | i | 0.9 | -1.0 | -12 | 2 | -0.4
COc1ccc(CCNC(=O)c2ccccc2NC(=O)C2=C(C)OCCS2)cc1OC | -8 | -2 | 1 | 0 | i | -0.9 | -1.0 | -3 | -2 | 0.6
COCCNC(=O)c1onc(CSc2cccc(C)c2)c1C(=O)O | -2 | -2 | 12 | 0 | i | -1.2 | -0.6 | -11 | 1 | 0.1
CCO/C=C1/C(=O)N(c2ccccc2OC)C(=O)c2ccccc21 | -4 | 4 | 2 | -1 | i | 3.3 | 0.6 | -2 | -11 | 0.2
Cc1ccc(C)c(OCCCN2CCNCC2)c1 | 2 | -2 | 3 | -2 | i | -3.7 | -0.2 | -2 | 1 | -0.7
O=C(/C=C/c1ccc(Br)cc1)NC1CCCCCC1 | -4 | 0 | 3 | 0 | i | -1.2 | -0.3 | -9 | 2 | -0.3
COc1ccc(CNC(=O)C(C)n2nc(C)n3c(cc4occc43)c2=O)cc1 (stereo not drawn) | -5 | -4 | 3 | 0 | i | 1.6 | -0.1 | -1 | 0 | -0.5

Record cards (already shown).
Listed for `C1=CCN(Cc2ccccc2)C1` = NadD block = -1; STEP inh = 0; SUMO1 PPI mod = 7; CSN deneddyl inh = -4; Rpn11 inh = i; LMPTP inh = 0.9; MsrA inh = -1.0; Scp1 inh = -12; DNMT1 block = 2; Tb MetRS inh = -0.4
Listed for `Cc1ccc(/C=N/n2c(C)nnc2C)cc1` = NadD block = -3; STEP inh = 0; SUMO1 PPI mod = 0; CSN deneddyl inh = -1; Rpn11 inh = i; LMPTP inh = -0.6; MsrA inh = 0.3; Scp1 inh = 20; DNMT1 block = -5; Tb MetRS inh = -0.2

Just STEP inh and Tb MetRS inh, for two of the compounds above:
structure | STEP inh | Tb MetRS inh
CCO/C=C1/C(=O)N(c2ccccc2OC)C(=O)c2ccccc21 | 4 | 0.2
CCCC1CC(=O)NC1(C(=O)OCC)C(=O)OCC (stereo not drawn) | 1 | -0.3
